# Assay outcomes as filed in PubChem BioAssay.
# HCMV antiviral: human cytomegalovirus inhibition; HFF cells, HCMV-luciferase reporter, 72 h; stronger effect = lower value; activity change, negative = inhibition, % at 57.5 µM; actives 4.5% (n = 410,000); AID 1259415; in the data active means activity change below about -60%; inconclusive means no clear call, values can overlap the other calls; inactive means above about -39%
#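 Steps: HFFs plated, 16 h 37C; compounds added; HCMV-luciferase added to MOI 1 PFU/cell; 72 h 37C; OneGlo reagent, 5 min room temperature; luminescence read, normalized to controls.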
# AmpC inh detg: blocks E. coli AmpC beta-lactamase in detergent assay; AmpC hydrolysis of nitrocefin, absorbance 480 nm, 0.01% Triton; Potency, µM (series often up to 114 µM), for the others: at the highest dose activity change, negative = inhibition, actives largely listed as inhibitors; actives 0.041% (n = 370,000); AID 485294;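 further: potency means the concentration at half of the fitted maximal effect; 0% = no-compound wells and -100% = no-enzyme wells; nearly all actives have a fitted effect of over 25% in size; some results filed as inactive show a strong effect at the top dose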
# Target sequence (P00811 whole entry, looked up): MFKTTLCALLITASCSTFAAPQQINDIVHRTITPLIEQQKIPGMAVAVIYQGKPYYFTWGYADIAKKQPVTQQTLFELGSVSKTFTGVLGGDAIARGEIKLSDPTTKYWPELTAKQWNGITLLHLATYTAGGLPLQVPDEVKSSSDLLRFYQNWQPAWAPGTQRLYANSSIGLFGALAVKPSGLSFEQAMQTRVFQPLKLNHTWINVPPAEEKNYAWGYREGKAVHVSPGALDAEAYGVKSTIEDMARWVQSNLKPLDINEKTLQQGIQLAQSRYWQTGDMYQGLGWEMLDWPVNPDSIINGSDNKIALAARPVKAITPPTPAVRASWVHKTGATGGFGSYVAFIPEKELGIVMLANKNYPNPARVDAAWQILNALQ
#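 AmpC (5.3 nM in the dispensed reagent) in 20 mM phosphate pH 7.0 with 0.01% (detergent screen) or 0.0001% Triton X-100 was preincubated with compounds for 15 min at room temperature. Nitrocefin was then added from an 800 uM solution, and hydrolysis was followed at 480 nm.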
# AmpC no deterg: blocks E. coli AmpC beta-lactamase in detergent-free assay; P00811; AmpC nitrocefin hydrolysis, absorbance 480 nm, 0.0001% Triton; Potency, µM (doses to about 57.1 µM), for inactives: at the highest dose activity change, negative = inhibition, actives largely listed as inhibitors; actives 0.52% (n = 330,000); AID 485341;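 further: potency means the concentration at half of the fitted maximal effect; plate controls were no compound for no effect and no enzyme for full effect; nearly all actives have a fitted effect of over 20% in size; some results filed as inactive show a strong effect at the top dose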
#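 AmpC (5.3 nM in the dispensed reagent) in 20 mM phosphate pH 7.0 with 0.01% (detergent screen) or 0.0001% Triton X-100 was preincubated with compounds for 15 min at room temperature. Nitrocefin was then added from an 800 uM solution, and hydrolysis was followed at 480 nm.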
# LmPK inhibitor: blocks Leishmania mexicana pyruvate kinase activity; Q27686; purified LmPK, Kinase-Glo ATP luminescence, 1 h; Potency, µM (top dose mostly 57.5 µM), without a hit: top-dose activity change, negative = inhibition, most hits filed as inhibitors; actives 0.37% (n = 290,000); further: potency means the concentration at half of the fitted maximal effect
# Target sequence (Q27686 whole entry, looked up): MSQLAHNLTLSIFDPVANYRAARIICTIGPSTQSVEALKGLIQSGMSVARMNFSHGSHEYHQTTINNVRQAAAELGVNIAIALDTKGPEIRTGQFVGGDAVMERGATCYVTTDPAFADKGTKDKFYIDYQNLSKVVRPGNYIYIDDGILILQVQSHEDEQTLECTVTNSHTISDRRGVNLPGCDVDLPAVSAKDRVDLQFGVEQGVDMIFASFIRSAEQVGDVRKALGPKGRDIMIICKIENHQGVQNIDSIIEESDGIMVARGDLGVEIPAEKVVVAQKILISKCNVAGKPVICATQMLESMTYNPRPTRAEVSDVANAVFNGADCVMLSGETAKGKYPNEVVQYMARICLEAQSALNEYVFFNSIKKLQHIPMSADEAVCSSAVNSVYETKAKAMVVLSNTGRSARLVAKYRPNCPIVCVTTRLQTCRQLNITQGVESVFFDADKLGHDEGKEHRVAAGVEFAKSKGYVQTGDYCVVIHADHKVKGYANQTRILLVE
#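 qHTS format; LmPK 0.1 nM; substrates PEP 0.5 mM and ADP 0.1 mM. One-hour room-temperature incubation, then coupled luciferase luminescence; 0.5 nM enzyme wells mark activation.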
# Sm TGR block: S. mansoni TGR enzyme inhibition | Potency, µM (doses to about 114 µM), for the others: at the top dose activity change, negative = inhibition, most hits filed as inhibitors | purified TGR, DTNB reduction, TNB absorbance 405 nm | actives 3% (n = 360,000) | Q962Y6; further: potency means the concentration at half of the fitted maximal effect; nearly all actives have a fitted effect of over 60% in size
#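 First, TGR (20 nM dispensed) and NADPH were mixed with compound. Second, a 15 min room-temperature incubation followed. Third, further NADPH and then DTNB were added to start the reaction. Finally, TNB absorbance was monitored kinetically.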
# AMA1-RON2 inh: inhibitors of Plasmodium falciparum AMA1-RON2 interaction | AlphaScreen AMA1-biotinylated RON2 peptide binding | Potency, µM (top dose mostly 58.2 µM), for inactives: at the highest dose activity change, negative = inhibition, most hits filed as inhibitors | actives 0.2% (n = 360,000) | AID 720542;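 further: potency means the concentration at half of the fitted maximal effect; 0% = vehicle wells and -100% = peptide control; nearly all actives have a fitted effect of over 45% in size; some results filed as inactive show a strong effect at the top dose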
#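 AMA1 (3D7) with his tag at 25 nM final met compounds first, then biotinylated RON2 peptide at 25 nM; detection used donor plus acceptor beads, 10 µg/mL apiece, read by AlphaScreen after 30 min at room temperature.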
# Tb PYK inh: inhibitors of Trypanosoma brucei pyruvate kinase; TbPYK enzyme, Kinase-Glo Plus ATP luminescence, 45 min; Potency, µM (highest dose often 76.8 µM), for the others: at the highest dose activity, negative = inhibition, most hits filed as inhibitors; actives 0.12% (n = 410,000); further: potency means the concentration at half of the fitted maximal effect; nearly all actives have a fitted effect of over 50% in size
#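 Screened from lowest to highest concentration, compounds were pinned into TbPYK/substrate mixtures, and ADP (130 uM final) was added. Plates sat at room temperature for 45 min prior to Kinase-Glo Plus detection by luminescence.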
# An asterisk follows results filed as active; ? = inconclusive; . = not tested or not shown; [ ] = dose if it differs, or a comment. Unless noted, the call rests on the fitted dose curve; in most records, active means well fitted curve in the direction sought with a large enough effect; inconclusive means small, poorly fitted or top-dose-only effect, or another doubt; inactive means no such curve, though single readings can be large; an effect the other way counts as inactive or inconclusive. Unless noted, on the % scale 0 is the no-effect control and ±100 the full control effect.
Compound,AmpC no deterg,AmpC inh detg,Sm TGR block,Tb PYK inh,LmPK inhibitor,HCMV antiviral,AMA1-RON2 inh
CC(C)OC(=O)c1cccc(C(=O)O)n1,-25.5%,0.8%,-5.7%,2.3%,0.5%,22.7,-16.2%
Cc1coc2c1c(C)cc1oc(=O)c(CC(=O)N[C@@H](C)C(=O)O)c(C)c12,-8.3%,-0.6%,20.8%,7.4%,2.2%,61.3,3.5%
Cn1nnnc1SCCNCc1ccc(Cl)cc1,-15.0%,-9.6%,13.6%,0.7%,3.8%,25.0,2.0%
CN(C)CCC#CC1(O)c2ccccc2-c2ccccc21,-40.5%,-5.0%,0.7%,8.8%,0.3%,14.3,-1.9%
COc1ccc(-n2c(SCC(N)=O)nnc2-c2ccc(NS(=O)(=O)c3ccc(C)cc3)cc2)cc1,96.9%[activator],-2.7%,-3.0%,-1.5%,1.6%,-25.0,1.8%
COc1cccc(-c2nc(COc3ccc(Cl)cc3Cl)no2)c1,-11.7%,7.0%,12.7%,1.9%,-0.7%,29.4,44.0%[activator]
O=C(Nc1ccc(Cl)cc1)Nc1ccccc1CC[N+](=O)[O-],-39.8%,6.1%,-4.7%,?,-12.5%,13.9,19.1%
O=C(Nc1ccccc1)C1=C[C@@H](C2CCCCC2)C[C@@H](OCc2ccc(CO)cc2)O1,4.7%,9.2%,12.1%,-2.4%,6.8%,-60.1*,-8.0%
CCOC(=O)c1ccc(NC(=S)NN)cc1,-28.3%,-3.6%,-3.5%,-25.0%,-1.8%,-34.7,94.0%[activator]
COc1ccc(Nc2nc(N)nc(CSc3nccn3C)n2)cc1,-4.9%,-7.5%,0.0%,1.3%,-10.4%,62.2,-5.9%
O=C(CSc1ccc2nnc(-c3ccc(F)cc3)n2n1)NCC1CCCO1 (centres undefined),-31.5%,?,1.7%,?,0.2%,.,-11.2%
COC(CN(C(=O)CCl)C(C(=O)NC1CCCCC1)c1ccc(C)cc1)OC (centres undefined),-11.4%,?,44.7µM*,-2.2%,1.6%,-28.8,12.2%
Cc1nc2ccc(NC(=O)Cc3c(F)cccc3Cl)cc2s1,-1.5%,?,11.9%,2.5%,1.5%,4.7,2.3%
COc1ccc2c(c1)OC(=O)CC2c1cc(OC)c(OC)c(OC)c1 (centres undefined),-2.6%,.,.,-6.3%,.,3.1,-0.6%
CCc1nc(N(CC)CC)c2oc3ccccc3c2n1,-4.3%,?,0.0%,-2.3%,6.2%,-27.7,1.9%
CCc1ccc(CCC(=O)Nc2ccc(Cl)cc2)o1,-51.3%,-11.8%,4.6%,4.0%,0.0%,-9.9,6.6%
COC(=O)c1ccc(NC(=O)CCc2c(C)nc3c(c(C)nn3C(C)(C)C)c2C)cc1,.,13.5%,14.7%,0.0%,.,3.1,.
CCOc1ccc(S(=O)(=O)Nc2ccc(S(=O)(=O)N3CCCC3)cc2)cc1,-31.3%,-1.5%,-0.8%,-2.0%,4.6%,-2.2,2.3%
Cc1sc(/N=C/c2ccccc2O)c(C#N)c1C,2.6%,?,4.6%,.,-4.5%,.,.
CCN1C(=C(C#N)C#N)C=Cc2ccccc21,-7.5%,-5.5%,?,1.6%,1.7%,-28.7,-1.0%
CCCCn1c(-c2ccccc2)cnc1SCC(=O)NCCc1ccc(OC)c(OC)c1,98.5%[activator],-4.1%,-2.6%,-3.2%,9.6%,13.5,?
Cc1cc(C(=O)N(C2CCCCC2)C2CCCCC2)no1,15.1%,-9.4%,0.7%,-0.3%,-1.4%,-10.7,-4.6%
Cc1nc(C(=O)NC2CCCCC2)sc1C1(C)CC(c2cccc([N+](=O)[O-])c2)=NO1 (centres undefined),-1.5%,-0.5%,1.7%,0.0%,2.0%,-4.3,-23.7%
O=C(NCc1ccco1)C1CCC(N2C(=O)C3C4CCC(C4)C3C2=O)CC1 (centres undefined),40.4%,-2.8%,.,-6.1%,1.6%,-5.0,15.7%
O=C(CNC(=O)c1cccnc1)N=Nc1c(O)[nH]c2c(Br)cc(Br)cc12,-35.1%,-5.6%,1.6%,-6.0%,1.3%,-2.8,12.8%
Cc1ccc(-c2nnc(N3CC(C)OC(C)C3)c3ccccc23)cc1 (centres undefined),9.8%[11.4 µM],?,-5.6%,5.5%,-0.6%,?,-0.4%
NC(=O)CC(NC(=O)c1ccccc1)c1ccc(NCc2ccccc2)c([N+](=O)[O-])c1 (centres undefined),-23.0%,1.4%,11.3%,2.5%,10.5%,4.6,-0.7%
CC(C)CC1NC(=O)N(CC(=O)Nc2ccc3c(c2)CCC3)C1=O (centres undefined),-19.6%[11.4 µM],-13.7%,-5.7%,1.0%,0.7%,36.1,6.3%
O=C(CCS(=O)(=O)c1ccc(Br)s1)NC1CCCC1,-4.2%,-4.4%,1.8%,-0.1%,-2.0%,1.7,3.2%
CC(C)N(C(=O)c1ccc(Cc2cn(C)c3ccccc23)nc1)C(C)C,.,.,.,-3.0%,.,40.7,3.2%

# Grouped by structure: the entries above containing fluorine (2)
Compound,AmpC no deterg,AmpC inh detg,Sm TGR block,Tb PYK inh,LmPK inhibitor,HCMV antiviral,AMA1-RON2 inh
O=C(CSc1ccc2nnc(-c3ccc(F)cc3)n2n1)NCC1CCCO1 (centres undefined),-31.5%,?,1.7%,?,0.2%,.,-11.2%
Cc1nc2ccc(NC(=O)Cc3c(F)cccc3Cl)cc2s1,-1.5%,?,11.9%,2.5%,1.5%,4.7,2.3%

# (list continues)
Compound,AmpC no deterg,AmpC inh detg,Sm TGR block,Tb PYK inh,LmPK inhibitor,HCMV antiviral,AMA1-RON2 inh
Cc1ccc([N+](=O)[O-])cc1N=Nc1c(C)[nH]n(C(N)=S)c1=O,-23.3%,?,-2.4%,-1.8%,2.8%,14.6,100.2%[activator]
COC(=O)[C@@]1(C)CC[C@]2(C)CC[C@@]3(C)C(=CC(=O)C4[C@@]5(C)CC[C@H](O)C(C)(C)[C@@H]5CC[C@]43C)[C@H]2C1 (some centres undefined),-4.0%,-6.5%,11.2%,1.5%,-0.8%,24.6,12.2%
Cc1ccsc1C1C2=C(CC(C)(C)CC2=O)Nc2ncnn21 (centres undefined),0.9%,0.7%,?,-10.2%,0.0%,80.9,8.5%
Cc1cccc(C)c1Nc1nnc(SCC(=O)NC2CCS(=O)(=O)C2)s1 (centres undefined),-24.9%,6.1%,2.9%,-16.4%,0.1%,-19.5,17.5%
CCCS(=O)(=O)c1nc(S(=O)(=O)c2ccc(C)cc2)c(NCCCN2CCCC2=O)s1,105.9%[activator],?,-13.2%,4.0%,-3.2%,-38.1,0.7%
CCN(CC)C(=O)Cn1cc(S(=O)(=O)CC(=O)NCc2ccccc2)c2ccccc21,50.0%,4.1%,0.8%,-9.3%,-3.6%,-11.6,-8.1%
CCc1ccccc1NC(=S)N(CCOC)C(C)c1ccco1 (centres undefined),-0.8%,6.7%,11.4%,6.2%,9.2%,-0.7,6.9%
Cc1cccc(C)c1NC(=O)CSc1nnc(-c2ccco2)n1N,3.5%,-3.5%,-21.9%,.,2.1%,14.3,16.1%
Oc1ccc(CC2(N3CCCC3)CCCCC2)cc1,-18.4%,-15.2%,-16.9%,-3.2%,1.7%,-4.2,-1.5%
Cc1ccc(S(=O)(=O)NN2C(=O)c3ccccc3NC2c2ccccc2)cc1 (centres undefined),-23.4%,1.5%,9.1%,-1.3%,6.8%,-16.2,-2.4%
Cc1cc(-c2n[nH]c(=S)n2-c2ccc(C)c(C)c2)no1,-27.5%,17.8%,3.6%,?,-17.2%,?,16.8%
CC(=O)N1CCN(c2ccc(NC(=O)c3ccc(Cl)c(Cl)c3)cc2)CC1,42.4%,-11.2%,5.0%,-4.5%,1.7%,-6.5,14.5%
NC1(C#Cc2ccc3c(=O)c4ccccc4sc3c2)CCCCC1,-33.5%,.,.,-7.9%,.,25.9,13.4%
Cc1ccc(C(=O)NC(=S)Nc2ccc(CN3CCOCC3)cc2)cc1,8.1%,2.7%,?,0.4%,-0.6%,29.1,24.9%
Cc1c(-n2c(SCC(=O)NC(C)C)nc3ccccc3c2=O)c(=O)n(-c2ccccc2)n1C,-21.2%,1.9%,1.0%,1.2%,-0.2%,1.3,5.1%
COc1ccccc1NC(=O)Cn1c(=O)n(-c2cccc(Cl)c2)c(=O)c2c1c1cc(C)ccc1n2C,.,-5.0%,-8.4%,1.7%,.,11.2,.
COc1ccc(NC(=O)N2CCN(C(=O)c3ccco3)CC2)c(OC)c1,283.9%,-2.1%,-13.0%,5.1%,-6.7%,2.2,4.6%
C=C(C)C1CC=C(C)/C(=N/Nc2ccccc2[N+](=O)[O-])C1 (centres undefined),-14.7%,-3.9%,?,-2.1%,-7.8%,-5.5,?
COCCn1c(SCC(=O)Nc2ccc(NC(C)=O)cc2)nc2ccccc2c1=O,-1.6%,2.3%,-18.9%,6.2%,4.6%,?,-6.7%
Cc1cc(NS(=O)(=O)c2ccc(NC(=O)/C=C/c3cccc(Cl)c3)cc2)no1,-11.7%,5.6%,-4.4%,6.4%,-9.2%,4.2,-10.9%
CCCc1nc2c(C)cc(C)cc2c(N)c1CC,-19.0%,-5.8%,0.1%,21.1%,-8.1%,28.3,-7.7%
Cn1c(=O)c2c(nc3n2CC(O)CN3c2ccc(O)cc2)n(C)c1=O (centres undefined),-23.8%,2.4%,20µM*,5.8%,-2.0%,0.5,-2.7%
CCOC(=O)N1CCN(Cc2nc3cc(NC(=O)c4ccccc4[N+](=O)[O-])ccc3n2C(C)C)CC1,.,-1.5%,-5.7%,0.3%,.,-29.3,.
O=C(O)c1ccccc1C(=O)Nc1ccccn1,-8.9%,-2.0%,1.1%,0.6%,0.5%,-14.5,?
COC(=O)c1ccc(NC(=O)CC2C(=O)N(c3ccc(C)cc3)C(=O)N2Cc2ccc(OC)cc2)cc1 (centres undefined),.,-1.6%,4.3%,-3.5%,.,-25.3,.

# Random excerpt: 2 records from the list, in no set order.
Compound,AmpC no deterg,AmpC inh detg,Sm TGR block,Tb PYK inh,LmPK inhibitor,HCMV antiviral,AMA1-RON2 inh
Cc1ccc(S(=O)(=O)NN2C(=O)c3ccccc3NC2c2ccccc2)cc1 (centres undefined),-23.4%,1.5%,9.1%,-1.3%,6.8%,-16.2,-2.4%
C=C(C)C1CC=C(C)/C(=N/Nc2ccccc2[N+](=O)[O-])C1 (centres undefined),-14.7%,-3.9%,?,-2.1%,-7.8%,-5.5,?
